# Source: PubChem BioAssay
# All columns: NCI-60 one-dose screen, growth in % after 48 h at 10 µM unless noted; 100 = growth as untreated, 0 = no growth, -100 = all killed.
# A498: A498 renal cancer cells; 76,000 tested, 5.4% active
# RXF 393: RXF 393 renal cancer cells; 77,000 tested, 6.9% active; AID 1794773
# SK-OV-3: SK-OV-3 ovarian cancer cells. AID 1794785. 80,000 tested, 3.2% active
# OVCAR-4: OVCAR-4 ovarian cancer cells. 80,000 tested, 3.7% active. AID 1794784
# OVCAR-8: OVCAR-8 ovarian cancer. 81,000 tested, 4.4% active
# OVCAR-3: OVCAR-3 ovarian cancer | AID 1794787 | 79,000 tested, 7% active
# OVCAR-5: OVCAR-5 ovarian cancer | 82,000 tested, 2.9% active
# ACHN: ACHN renal cancer. 81,000 tested, 4.9% active. AID 1794771
# IGROV1: IGROV1 ovarian cancer; 79,000 tested, 4.7% active
# An asterisk follows results filed as active; x = not tested or not shown; [ ] = dose if it differs, or a comment. How the source made its calls: active means growth percent below 10; inactive means the rest.
# The opening 3 records, ahead of the listing:
SMILES,A498,RXF 393,SK-OV-3,OVCAR-4,OVCAR-8,OVCAR-3,OVCAR-5,ACHN,IGROV1
CSc1nc2n(c(=O)c1C#N)-c1ccccc1Sc1ccccc1-2,128,106,95,74,100,111,106,93,94
CCCc1nnc(NS(=O)(=O)c2ccc(C)cc2)o1,x,121,100,112,102,106,101,99,101
O=C(O)/C=C\C(=O)NCC1CCC(CNC(=O)/C=C\C(=O)O)CC1 (centres undefined),120,98,95,97,107,107,108,110,95

# Main list, previewed entries included:
SMILES,A498,RXF 393,SK-OV-3,OVCAR-4,OVCAR-8,OVCAR-3,OVCAR-5,ACHN,IGROV1
CSc1nc2n(c(=O)c1C#N)-c1ccccc1Sc1ccccc1-2,128,106,95,74,100,111,106,93,94
CCCc1nnc(NS(=O)(=O)c2ccc(C)cc2)o1,x,121,100,112,102,106,101,99,101
O=C(O)/C=C\C(=O)NCC1CCC(CNC(=O)/C=C\C(=O)O)CC1 (centres undefined),120,98,95,97,107,107,108,110,95
CCCc1nn(C)c2c(=O)[nH]c(-c3cc(S(=O)(=O)N4CCN(C)CC4)ccc3OCC)nc12,103,120,100,111,109,111,96,93,112
COc1ccc(-c2nn(CC(=O)N3CCCCC3)c3ncnc(N)c23)cc1,53,66,79,93,91,100,96,70,63
OC1(C2(O)c3ccccc3Oc3ccccc32)c2ccccc2Oc2ccccc21,76,106,99,92,103,113,86,97,95
C[C@]12CCC(=O)C=C1CC[C@H]1[C@@H]3CC[C@@]4(OCC4=O)[C@@]3(C)C[C@H](O)[C@@]12F,94,120,108,95,105,122,108,106,99
COC(=O)c1ccc(=O)oc1,x,x,107,102,104,116,89,99,112
c1ccc2[nH]c(-c3cscn3)nc2c1,125,135,105,132,104,124,x,108,103
NS(=O)(=O)c1ccc(-n2nc(-c3ccccc3)ccc2=O)cc1,102,125,100,117,101,112,113,108,72
Cc1ccc2ncc(C)c(=O)n2c1,113,100,99,109,100,109,109,109,93
N#CC1(C#N)C2c3ccccc3C(c3ccccc32)C1(C#N)C#N,87,98,110,112,106,87,112,x,77
Cc1ccc(C2NCc3c(nc4c(c(C)nn4-c4ccccc4)c3-c3ccc(Cl)cc3)N2)cc1 (centres undefined),100,100,87,96,94,112,101,101,107
O=C(Cc1ccc([N+](=O)[O-])cc1)OCC#CCOC(=O)Cc1ccc([N+](=O)[O-])cc1,112,104,106,109,98,114,96,104,111
COc1ccc2c(c1)N(CCO)C1=C(C(=O)CC(C)(C)C1)C2c1ccccc1 (centres undefined),69,103,78,114,100,103,88,99,110

# Reprinted at random: three records from the list, in no set order.
SMILES,A498,RXF 393,SK-OV-3,OVCAR-4,OVCAR-8,OVCAR-3,OVCAR-5,ACHN,IGROV1
COc1ccc2c(c1)N(CCO)C1=C(C(=O)CC(C)(C)C1)C2c1ccccc1 (centres undefined),69,103,78,114,100,103,88,99,110
Cc1ccc(C2NCc3c(nc4c(c(C)nn4-c4ccccc4)c3-c3ccc(Cl)cc3)N2)cc1 (centres undefined),100,100,87,96,94,112,101,101,107
N#CC1(C#N)C2c3ccccc3C(c3ccccc32)C1(C#N)C#N,87,98,110,112,106,87,112,x,77

# (list continues)
SMILES,A498,RXF 393,SK-OV-3,OVCAR-4,OVCAR-8,OVCAR-3,OVCAR-5,ACHN,IGROV1
O=C1c2c(Cl)ccc([N+](=O)[O-])c2C(=O)c2c(Cl)ccc([N+](=O)[O-])c21,126,111,82,99,103,90,116,108,86
NC(=O)CS(=O)c1oc(-c2ccco2)nc1S(=O)(=O)c1ccc(F)cc1 (centres undefined),113,99,87,99,96,101,87,82,100
CC(C)(C)n1cc(-c2ccnc(NCCCNS(=O)(=O)c3ccc(Cl)cc3)c2)c(-c2cccc(F)c2)n1,108,72,92,90,85,84,77,81,69
Nc1ccc(C(=O)O)c(C(=O)O)c1,64,98,96,109,103,102,96,98,102
Cc1c(-c2csc(-n3nc(-c4ccccc4)cc3-c3ccccc3)n2)no[n+]1[O-],x,103,x,98,101,110,100,99,97
O=C(CCN1CCCC1)c1ccc([N+](=O)[O-])cc1,93,107,101,102,101,104,102,106,105
CCCCCCC1C/C(=C/N(C)C)C(=O)O1 (centres undefined),100,103,96,100,92,104,100,100,113
O=C(NCc1ccccc1)C1=NCCCCN1,102,103,114,106,100,109,104,104,112
CC(=O)OCC1OC(n2cnc3c(=S)nc(N)[nH]c32)C(OC(C)=O)C1OC(C)=O (centres undefined),105,x,50,82,77,83,70,72,97
O=c1c2ccccc2nc(SCCN2CCOCC2)n1CCc1ccccc1,102,x,122,108,105,105,110,102,107
CCCC(O)(c1ccccc1)c1ccccc1,105,114,109,106,106,103,106,112,106
O=C1CCC2(c3ccccc3)N1CCc1cncn12 (centres undefined),100,99,101,98,104,113,107,109,106
C=C(C)[C@@H]1CC[C@]2(C(=O)NCC#CCN3CCN(C)CC3)CC[C@]3(C)[C@H](CC[C@@H]4[C@@](C)(CCC#N)[C@H](C(=C)C)CC[C@]43C)[C@@H]12,58,40,73,53,71,54,64,71,44
BrC1(Br)CC1c1ccccc1 (centres undefined),58,99,104,109,99,x,109,122,119
Clc1ccc(-c2cn(-c3ccccc3)c(-c3ccccc3)n2)cc1,88,132,102,88,91,80,90,95,48
CCN(CC)c1ccc2nc3ccc(N=Nc4ccc(O)cc4)cc3[n+](-c3ccccc3)c2c1,75,31,90,x,57,-15*,113,60,8.6*
C=CCOC(=O)c1ccc(C)cc1,103,102,104,101,98,103,100,105,102
O=C(Nc1ccc(Br)cc1)Nc1ccccc1Cl,87,83,85,75,80,88,90,84,64
COc1cccc(OC)c1O[C@@H](c1ccccc1)[C@H](O)CO,95,115,111,x,100,119,106,110,110
S=C(Cc1ccccc1)N1CCN(c2ccc(Cl)cc2)CC1,89,107,112,75,106,99,81,92,96
O=C1N(Cc2ccc(Cl)cc2)c2ccccc2C12NCCc1cccc(O)c12 (centres undefined),85,114,105,86,106,98,101,91,98
O=C1/C(=C/c2ccccc2)SC(=Nc2ccccc2)N1Nc1ccccc1,-33*,-58*,10,8.3*,25,-5.7*,22,10,23
COc1ccc(Cn2cncc2-c2c[nH]c3cc(F)ccc23)cc1,59,94,85,67,92,82,85,88,62
CN(C)c1ccnc(SCc2ccc(Cl)cc2Cl)n1,58,90,111,114,113,101,104,112,119
COC(=O)c1ccc(Cl)c2c1C1C=CCC1C(c1cccc3ccccc13)N2 (centres undefined),89,85,97,105,90,106,97,105,92
Nc1c(Br)cc(Br)c2c1C(=O)c1c(cccc1S(=O)(=O)O)C2=O,122,111,88,96,93,117,x,94,64
COP(=O)(OC)/C(=C\c1cn(C(c2ccccc2)(c2ccccc2)c2ccccc2)cn1)NC(C)=O,99,105,99,93,96,104,102,95,105
FC(F)(F)c1cc(Br)cc(-c2cc(-c3ccc4c(c3)OCCO4)[nH]n2)c1,12,32,52,76,20,x,49,29,21
Cc1cc(-c2nn3c(-c4ccccc4)nnc3s2)c2ccccc2n1,71,70,121,84,93,x,102,77,102
Cc1cc(CNc2nc3ccc(OC/C(=C/F)CN)cc3o2)cc(C)n1,46,59,114,83,104,109,93,100,80
c1ccc(-c2nnc(-c3c[nH]c4ncccc34)s2)cc1,67,94,x,89,99,88,125,69,55
CCN(CC)CCOC(=O)c1ccc(NC(=O)OCCCOC(=O)Nc2ccc(C(=O)OCCN(CC)CC)cc2)cc1,94,85,110,95,105,104,99,100,105
Cc1ccc(-c2nnc(SCc3nc(N)nc(Nc4ccccc4F)n3)n2-c2ccccc2)cc1,55,81,102,87,88,102,96,92,81
CC(=O)Nc1nc(C(=O)N2N=C(C)/C(=C/c3ccccc3)C2=O)cs1,120,x,98,110,105,x,100,100,101
CCCC(C#N)(C1=CCCCC1)c1ccccc1 (centres undefined),x,110,102,114,103,116,101,99,105
O=C(Nc1ccccc1)C1=CNc2ccccc2S1=O (centres undefined),91,110,96,106,96,102,115,104,105
O=C(/C=C/CN1CCOCC1)Nc1cc2c(Nc3cccc(Cl)c3F)ncnc2cc1OCCOC(F)F,7.0*,68,9.2*,82,68,68,50,22,6.8*
COc1ccc(-c2ccc(NC(=O)Nc3ccccc3)c(C)n2)cc1,89,120,103,104,107,103,108,x,118
C=C(C)[C@@H]1CC[C@]2(C(=O)OC)CC[C@]3(C)[C@H](CC[C@@H]4[C@@]5(C)CC/C(=N\OCCC(=NCCC#N)NOCCC#N)C(C)(C)[C@@H]5CC[C@]43C)[C@@H]12,-0.4*[100 µM],-43*[100 µM],35[100 µM],x,13[100 µM],-35*[100 µM],51[100 µM],14[100 µM],19[100 µM]
COc1ccc(-c2cc(-c3ccccc3)nc(SCCCC(=O)NO)n2)cc1OC,-25*,-21*,-0.3*,6.4*,5.1*,-23*,11,-0.8*,16
NS(=O)(=O)c1ccc(CN2C(=O)C3C(C2=O)C2(Cl)C(Cl)=C(Cl)C3(Cl)C2(Cl)Cl)cc1 (centres undefined),90,105,108,95,92,108,105,103,102
C=CCc1c2c(c(OC)c3ccoc13)C(=O)/C(=C/c1ccc(Cl)cc1)O2,106,117,94,104,103,103,104,100,94
COc1cc(NS(=O)(=O)c2ccc(N)cc2)nc(OC)n1,104,110,106,118,101,121,x,x,107
Nc1c(C(=O)Nc2cccc([N+](=O)[O-])c2)sc2nc3c(cc12)CCCCC3,81,112,100,106,107,105,101,108,113
Nc1ncc(-c2ccc3ncnc(N4CCc5cc(F)c(Cl)cc54)c3c2)cc1C(F)(F)F,-50*,-34*,32,33,33,32,21,17,-43*
OCC1(CO)CC2(C1)CC(CO)(CO)C2,x,106,x,108,105,98,101,104,98
CCCSc1nc(N)nc2c1ncn2CC(C)C,75,109,100,107,101,110,104,111,108
Cc1cc(Nc2nc(-c3cccnc3)nc3ccccc23)n[nH]1,-20*,x,22,61,81,59,66,38,29
O=C1C2CC3CC(C2)CC1C3,86,93,95,92,95,94,76,100,95
COC(=O)c1nnn(-c2cccc(Cl)c2)c1C(=O)c1ccc(Cl)c(Cl)c1,130,103,85,82,97,94,95,94,72
CCOC(=O)c1c(C)nc2c(c1N)CC(=O)N2Cc1cc(OC)c(OC)c(OC)c1,36,73,57,51,62,24,93,65,53
Brc1ccccc1/C=N/Nc1nc(N/N=C/c2ccccc2Br)nc(N2CCOCC2)n1,50,70,114,96,97,85,111,94,90
CCC1(C(N)=O)CC2C=CC1CC2 (centres undefined),96,108,92,108,61,115,x,107,x
CC1=C(C)C(=O)C(N2CCCC(C)C2)=CC1=O (centres undefined),137,109,95,104,111,110,115,104,103
CC(=O)O[C@H]1CO[C@H]2[C@@H]1OC[C@@H]2Oc1ccnc(NCc2ccc(F)cc2)n1,102,x,114,113,105,116,112,105,105
O=C(CCN1C(=O)/C(=C/c2ccccc2)SC1=S)N1CCOCC1,91,77,99,101,100,110,95,67,89
CC(C)[C@H](C(=O)N(C(=O)NC1CCCCC1)C1CCCCC1)N1C(=O)c2ccccc2C1=O,111,96,67,102,96,101,106,99,95
CCCCN(CCCC)CCC(O)c1cc2ccc(C(F)(F)F)cc2c2cc(C(F)(F)F)ccc12 (centres undefined),56,7.7*,74,x,49,30,75,50,40
Clc1cnc2ccccc2c1,77,99,104,102,95,108,96,99,111
CC(C)CNCC(O)COc1ccccc1 (centres undefined),110,111,111,120,106,116,104,105,130
# (continued)
SMILES,A498,RXF 393,SK-OV-3,OVCAR-4,OVCAR-8,OVCAR-3,OVCAR-5,ACHN,IGROV1
CC(=O)[C@H]1CC[C@H]2[C@@H]3CCC4=CC(=O)CC[C@]4(C)[C@@]3(Br)C(=O)C[C@]12C,107,101,109,110,110,119,98,102,108
COc1ccc(OC)c(/C=C2\CCc3ccccc3C2=O)c1,20,60,53,71,65,9.5*,73,53,51
CC(=O)OC/C(C)=C\CC(C)COC(C)=O (centres undefined),96,97,101,105,100,112,111,97,106
COc1ccc(CC(C#N)Cc2ccc(OC)c(OC)c2)cc1OC,93,107,104,x,101,106,106,108,101
CC1=C(c2cc(-c3ccccc3O)[nH]c(=S)n2)C(c2ccccc2)NC(=S)N1 (centres undefined),105,112,83,114,98,105,94,92,82
CN(C)C1CCN(C(=O)c2ccc(NC(=O)Nc3ccc(-c4nc(N5CCOCC5)nc(N5CCOCC5)n4)cc3)cc2)CC1,-54*[2.5 µM],-40*[2.5 µM],-52*[2.5 µM],-30*[2.5 µM],-21*[2.5 µM],2.1*[2.5 µM],-2.6*[2.5 µM],56[2.5 µM],-55*[2.5 µM]
CCN(CC)c1cccc(OC(=O)Nc2cccc(C(F)(F)F)c2)c1,94,96,117,92,101,104,101,98,114
CCCCSc1n[nH]c(=S)c2nc[nH]c12,81,116,111,113,104,123,108,106,114
O=C(CC(c1ccccc1)c1cccc2ccccc12)c1ccc(Br)cc1 (centres undefined),75,106,97,82,103,96,94,95,103
O=C(O)CCN1CCN(c2cccc(Cl)c2)CC1,94,105,104,92,99,122,99,95,105
C[n+]1cc2cc(C(N)=O)[nH]c3c(=N)c(Cl)c(N)c1c23,72,74,60,73,43,63,62,39,65
